TAG inh: reduces triacylglycerol accumulation in H9c2 cells. Nile Red lipid (TAG) fluorescence; cells loaded with 200 µM oleic acid. inhibition, % at 12.5 µM. 230,000 compounds, 0.66% hits;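 active = pattern-corrected inhibition of lipid staining of at least 50% with the nuclear-stain viability signal not falling by more than 50%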;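 note: 0% = DMSO wells and 100% = triacsin C control wells; some results filed as inactive read as strong as hits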
TAG inh DAPI viability: second read-out of TAG inh, no call of its own (marks repeat the call); DAPI nuclei signal change (viability), lower = more cytotoxic, %;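 whole-well DAPI fluorescence read on a plate reader as a viability signal; minus 50 percent equals half of cells still viable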
* marks the source's active call; other numbers are inactive results. The list is partial, so the mix of outcomes need not match the whole.

1: COc1ccccc1CNC(=O)C(C)Sc1ccsc1[N+](=O)[O-] (configuration not stated)
2: O=C1SC(Cc2ccccc2)C(=O)N1c1ccccc1 (configuration not stated)
3: O=C1C[C@H]2[C@H](CO)[C@@H](OC(=O)c3ccc(-c4ccccc4)cc3)C[C@H]2O1
4: C=CCn1c(SCC(=O)Nc2c(C)n(C)n(-c3ccccc3)c2=O)nc2scc(-c3ccccc3)c2c1=O
5: O=C1[C@@H](Oc2ccccc2)[C@@H](c2ccncc2)N1c1ccccc1
6: COc1cc(/C=C2\CC/C(=C\c3cc(OC)c(O)c(OC)c3)C2=O)cc(OC)c1O
7: CCOC1=NN(c2ccc(Cl)cc2)C(=O)/C1=C\N(C)C
8: CN(C)c1nc(NC(C)(C)C)nc(NC(C)(C)C)n1

Assay by compound,1,2,3,4,5,6,7,8
TAG inh,-8,-3,1,22,14,1,10,8
TAG inh DAPI viability,-2,2,3,-5,-3,0,-13,-4

9: COc1ccc(NC(=O)C2(C)Cc3c(-c4cccc(NC(C)=O)c4)ccnc3O2)cc1OC (configuration not stated)
10: COc1ccc(S(=O)(=O)N2CCC3(CC2)OCCN3S(=O)(=O)c2c(C)cc(C)cc2C)cc1
11: CCn1ncc(CN2CCCC(C(=O)Nc3cccc(-c4cc5ccccc5[nH]4)c3)C2)c1C (configuration not stated)
12: Cc1ccccc1C1CCCN(Cc2nc(CC3CC3)no2)C1 (configuration not stated)
13: Cc1ccccc1NCC(=O)N/N=C/c1c(C)c(C(=O)c2ccc(Cl)cc2)n2ccccc12
14: CCOc1cc(C(=O)N(C)c2ccccc2)cc(OCC)c1OCC
15: CSc1ccccc1NC(=O)C1CCN(S(C)(=O)=O)CC1
16: O=C(Cc1csc(-c2ccc(Cl)cc2)n1)Nc1cccc(S(=O)(=O)NC2=NCCC2)c1

Assay by compound,9,10,11,12,13,14,15,16
TAG inh,21,-8,21,-3,42,-17,10,8
TAG inh DAPI viability,-18,-15,7,-5,14,8,-3,-7

Entries above containing a halogen, in the order listed:
7: CCOC1=NN(c2ccc(Cl)cc2)C(=O)/C1=C\N(C)C
13: Cc1ccccc1NCC(=O)N/N=C/c1c(C)c(C(=O)c2ccc(Cl)cc2)n2ccccc12
16: O=C(Cc1csc(-c2ccc(Cl)cc2)n1)Nc1cccc(S(=O)(=O)NC2=NCCC2)c1

Assay by compound,7,13,16
TAG inh,10,42,8
TAG inh DAPI viability,-13,14,-7

(continued)
17: O=C(O)c1cccc(Cn2c(Cl)c(/C=N/NC(=O)c3ccccc3O)sc2=O)c1
18: CCc1cc2c(=O)n(Cc3ccco3)c(SCC(=O)N3CCCc4ccccc43)nc2s1
19: O=C(Nc1cccc(S(=O)(=O)N2CCOCC2)c1)c1cccc(S(=O)(=O)N2CCCC2)c1
20: Cc1cc(CN(C)Cc2cn(C)nc2-c2ccc(Oc3ccccc3)cc2)on1
21: CCN(CC(=O)Nc1cc(S(=O)(=O)N2CCOCC2)ccc1Cl)Cc1ccccc1
22: Cc1ccc(SC[C@H](CC(C)C)N2CCN(CCc3ccccc3)CCC2=O)cc1
23: CCOC(=O)c1ccc(NC(=S)Nc2ccc(Cl)cn2)cc1
24: Cc1nc(NC(=O)COC(=O)C(NC(=O)c2ccco2)C(C)C)c(Cl)cc1Cl (configuration not stated)

Assay by compound,17,18,19,20,21,22,23,24
TAG inh,-1,6,-1,-15,-29,11,20,9
TAG inh DAPI viability,8,-15,1,-1,1,-5,10,0

Compounds from the list above containing an aryl thioether with sulfur outside any ring (five):
1: COc1ccccc1CNC(=O)C(C)Sc1ccsc1[N+](=O)[O-] (configuration not stated)
4: C=CCn1c(SCC(=O)Nc2c(C)n(C)n(-c3ccccc3)c2=O)nc2scc(-c3ccccc3)c2c1=O
15: CSc1ccccc1NC(=O)C1CCN(S(C)(=O)=O)CC1
18: CCc1cc2c(=O)n(Cc3ccco3)c(SCC(=O)N3CCCc4ccccc43)nc2s1
22: Cc1ccc(SC[C@H](CC(C)C)N2CCN(CCc3ccccc3)CCC2=O)cc1

Assay by compound,1,4,15,18,22
TAG inh,-8,22,10,6,11
TAG inh DAPI viability,-2,-5,-3,-15,-5

Further structures:
25: COc1cc(NC(=O)c2cccc3c(-c4cccnc4)coc23)cc(OC)c1OC
26: CCn1nc(C(=O)Nc2ccccc2N2CCCC2)c2ccccc2c1=O
27: CS(=O)(=O)c1ccc(C(=O)CN2C(=O)NC3(CCCc4ccccc43)C2=O)cc1 (configuration not stated)
28: O/N=C(/Cc1ccccn1)c1ccccc1
29: CC(C)C1CC(CCNCc2ccc3c(c2)OCO3)(c2ccccc2)CCO1 (configuration not stated)
30: Cc1ccc(-c2nsc(SCC(=O)NCC3CCCO3)n2)cc1 (configuration not stated)
31: CCOC(=O)C1CCN(C(=O)Nc2ccc(C)c(Cl)c2)CC1
32: Cc1ccc(S(=O)(=O)NC(=O)C2(C)CCN2C(=O)Cc2ccc(C(C)(C)C)cc2)cc1 (configuration not stated)

Assay by compound,25,26,27,28,29,30,31,32
TAG inh,2,0,6,-24,11,-9,16,-7
TAG inh DAPI viability,12,1,-5,8,4,-1,0,9

33: Cc1ccc(CCN2CCN=C2N(C)C)cc1
34: CC(=O)Nc1ccc(NC(=O)CSc2nnc(NC(=O)c3cccc(F)c3)s2)cc1
35: O=C/C(=C\Nc1ccc(Cl)cn1)c1nc2cc(Cl)ccc2o1
36: CSc1ccc(S(=O)(=O)N2CCN(Cc3ccc4c(c3)OCO4)CC2)cc1
37: COc1cc(C(=O)Nc2ccc(S(=O)(=O)N3CCOCC3)cc2)c([N+](=O)[O-])cc1OC
38: Cc1cc(Cl)ccc1OCC(=O)NNC(=O)C1CSC2(C)CCC(=O)N12 (configuration not stated)
39: O=C(NCC(=O)N1CCN(c2ncccn2)CC1)c1ccccc1F
40: CC(=O)N1CCN(C(=O)c2ccc(Cl)c(S(=O)(=O)N3CCCC3)c2)CC1

Assay by compound,33,34,35,36,37,38,39,40
TAG inh,-5,-2,-8,-4,5,5,3,4
TAG inh DAPI viability,5,-7,10,-5,4,13,-1,1

(41) CCOC(=O)C1(Cc2cccc(OC)c2)CCN(Cc2ccon2)CC1
  TAG inh: -7	TAG inh DAPI viability: 7

(42) CC1(C(=O)NCc2ccc3c(c2)OCO3)CCN1C(=O)CC1CCCC1 (configuration not stated)
  TAG inh: -1	TAG inh DAPI viability: 6

(43) O=C(O)c1ccccc1NS(=O)(=O)c1cccc(N=Nc2c(O)[nH]c(=S)[nH]c2=O)c1
  TAG inh: 1	TAG inh DAPI viability: 3

(44) c1ccc(-c2nnc(NC3=NCCC3)o2)cc1
  TAG inh: -3	TAG inh DAPI viability: 8

(45) COC(=O)c1sc2nc(-c3ccco3)ccc2c1N
  TAG inh: 3	TAG inh DAPI viability: 2

(46) COc1ccc(N2CC(O)=C(c3nc(-c4ccc(Br)cc4)cs3)C2=N)cc1
  TAG inh: -15	TAG inh DAPI viability: 6

(47) C=CCN1C(=O)/C(=C2/Sc3ccc(OC)cc3N2CC)SC1=S
  TAG inh: -105	TAG inh DAPI viability: 10

(48) Cc1ccc(NC(=O)C(=O)C2C(=O)Nc3ccccc32)cc1 (configuration not stated)
  TAG inh: -6	TAG inh DAPI viability: 2

(49) O=S(=O)(c1ccccc1)N1CCN(CCc2ccccc2)CC1
  TAG inh: 6	TAG inh DAPI viability: -10

(50) CN1C2CCC1CC(NS(=O)(=O)c1cccc(C(F)(F)F)c1)C2 (configuration not stated)
  TAG inh: -6	TAG inh DAPI viability: 2

(51) O=C(Nc1ccc2c(c1)CCC2)C1CCN(c2ncccn2)CC1
  TAG inh: 5	TAG inh DAPI viability: -5

(52) C/C(Cc1ccccc1)=N\NC(=O)CNC(=O)c1cccc(Br)c1
  TAG inh: 18	TAG inh DAPI viability: -1

(53) CC[n+]1ccccc1/C=C/c1ccc(N(C)C)cc1
  TAG inh: -39	TAG inh DAPI viability: -17

(54) O=C(O)c1ccccc1C(=O)c1ccc(F)c(F)c1
  TAG inh: -9	TAG inh DAPI viability: -2

(55) COc1ccc(C(=O)C(C)OC(=O)C2CC3CCCC(C2)C3=O)cc1 (configuration not stated)
  TAG inh: 12	TAG inh DAPI viability: -7

Profiles, quoted from the list. Order of values: TAG inh, TAG inh DAPI viability
C/C(Cc1ccccc1)=N\NC(=O)CNC(=O)c1cccc(Br)c1 is entered as 18, -1
c1ccc(-c2nnc(NC3=NCCC3)o2)cc1 is entered as -3, 8
O=C(O)c1ccccc1C(=O)c1ccc(F)c(F)c1 is entered as -9, -2
COc1ccc(N2CC(O)=C(c3nc(-c4ccc(Br)cc4)cs3)C2=N)cc1 is entered as -15, 6

Next part:
(56) Cc1cc(-n2c(C)cc(C(=O)CSc3nncn3C(C)C)c2C)no1
  TAG inh: 1	TAG inh DAPI viability: 7

(57) COC(=O)C1CCN(C(=O)COC(=O)COc2ccc(C#N)cc2)CC1
  TAG inh: -4	TAG inh DAPI viability: -2

(58) CCOc1ccc(NC(=O)CN(C)C(=O)CN2C(=O)NC3(CCCC3)C2=O)cc1OCC
  TAG inh: -11	TAG inh DAPI viability: -7

(59) CC1C(=O)N(Cc2cn(CCC3OCCO3)nn2)CCS(=O)(=O)N1Cc1ccc(-c2ccc(Cl)cc2)cc1 (configuration not stated)
  TAG inh: 5	TAG inh DAPI viability: -22

(60) CCOC(=O)c1c(NC(=O)c2ccno2)c2cc([N+](=O)[O-])ccc2n1C
  TAG inh: 7	TAG inh DAPI viability: 9

(61) CCOc1ccc(C2NC(=O)C(C#N)=C(S)N2c2ccc(C)cc2)cc1OC (configuration not stated)
  TAG inh: -1	TAG inh DAPI viability: -8

(62) N/C(=N\OC(=O)Cc1ccccc1)c1ccccc1Cl
  TAG inh: -8	TAG inh DAPI viability: 3

(63) O=C(Nc1nnc(SCCC2OCCO2)s1)C1CC(=O)N(c2ccc(F)cc2)C1 (configuration not stated)
  TAG inh: -23	TAG inh DAPI viability: -2

A different layout for some results above.
item	SMILES	TAG inh	TAG inh DAPI viability
58	CCOc1ccc(NC(=O)CN(C)C(=O)CN2C(=O)NC3(CCCC3)C2=O)cc1OCC	-11	-7
59	CC1C(=O)N(Cc2cn(CCC3OCCO3)nn2)CCS(=O)(=O)N1Cc1ccc(-c2ccc(Cl)cc2)cc1 (configuration not stated)	5	-22
60	CCOC(=O)c1c(NC(=O)c2ccno2)c2cc([N+](=O)[O-])ccc2n1C	7	9
